human PMI inhibition = inhibitors of human PMI, primary screen, biochemical, fluorescence intensity, coupled assay (AID 1209) | purified PMI enzyme, coupled fluorescence intensity; higher % means a stronger effect | inhibition, % at 20 µM, or IC50 in µM where a hit was titrated | actives 0.42% (n = 190,000);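 further: plate controls were DMSO vehicle for no effect and wells lacking substrate for full effect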
TNAP activators = human TNAP enzyme activators, primary screen, biochemical, luminescent, no phosphate acceptor, uHTS (AID 1001); purified TNAP, luminescent activation assay, no phosphate acceptor; higher activation fold means a stronger effect; actives 0.03% (n = 200,000); activation fold at 20 µM, or EC50 in µM where a hit was titrated; in the data active means activation fold from about 3, or a potency from the dose series; inactive means the rest, 99 in 100 with activation fold below about 1.6; further: many of its hits are not listed in these tables
Siah-1 displacement = blockers of Siah-1 interaction with plectin peptide – biochemical, fluorescence polarization, rhodamine-plectin, uHTS, primary screen (AID 1817); Siah-1 / rhodamine-plectin peptide fluorescence polarization; higher % means a stronger effect; displacement, % at 20 µM; hits with a dose series show IC50 in µM; actives 0.02% (n = 290,000);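 active means displacement of at least 50% at 20 µM, with a fluorescence ratio check between 0.3 and a set limit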;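 further: plate controls were Siah plus tracer with DMSO for no effect and tracer alone without Siah for full effect; strong numbers were not always called active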
RSV CPE inhibition = inhibition of RSV-induced cytopathic effect – HEp-2 cells, primary 10 µM value included (AID 2391); HEp-2 cells, RSV-induced CPE inhibition; higher % means a stronger effect; CPE inhibition, % at 10 µM; hits with a dose series show IC50 in µM; actives 0.13% (n = 310,000); in the data active means a potency from the dose series; inconclusive means CPE inhibition mostly from about 23% at the one dose, without a potency; inactive means the rest, 99 in 100 with CPE inhibition below about 21%; further: strong numbers were not always called active
XIAP antagonists = small molecules displacing peptide from XIAP – biochemical, IAP family, fluorescence polarization (AID 1018) | one-dose displacement, % at 20 µM; IC50 in µM for titrated hits | actives 0.007% (n = 200,000) | XIAP BIR domain, fluorescence polarization peptide displacement; higher % means a stronger effect; in the data active means displacement above about 50%; further: a part of the inactive calls stands beside numbers as strong as those of hits
Myeloid diff 2 = myeloid differentiation induction; actives 1% (n = 360,000); ER-HoxA9 myeloid progenitors, lysozyme-GFP differentiation, flow cytometry; AID 624256; calls only at 10 µM;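 active means normalized GFP-positive differentiation at or above the plate's own cutoff, the solvent-only control mean plus 3 SD; inconclusive means no clear call, values can overlap the other calls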;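 further: cells exposed to compound for four days before flow analysis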
WT yeast gro inh = growth inhibition of WT yeast, mitochondrial fusion screen. inhibition, % at 10 µM. mitochondrial fusion phenotypic screen, WT strain. actives 2.1% (n = 190,000); in the data active means inhibition above about 58%; tested in S. cerevisiae
PMI inhibition = human PMI inhibitors, high substrate, primary screen, biochemical, fluorescence intensity, high mannose 6-phosphate (AID 1220); recombinant PMI enzyme, coupled fluorescence intensity; higher % means a stronger effect; inhibition, % at 20 µM, or IC50 in µM where a hit was titrated; actives 0.66% (n = 190,000)
PhoP inhibition = PhoP-dependent GFP reporter repression – Salmonella Typhimurium, primary screen (AID 1863); S. Typhimurium PhoP-regulated promoter GFP reporter, 4 h; higher % means a stronger effect; one-dose inhibition, % at 50 µM; IC50 in µM for titrated hits; actives 0.16% (n = 300,000);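 active means inhibition over 29.93%, a cutoff 3 SD above the screen mean, later confirmed by dose response; inconclusive means inhibition over 29.93% but no dose response follow-up; inactive means inhibition at most 29.93% or unconfirmed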;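 further: 0% = low Mg2+ inducing control and 100% = high Mg2+ repressing control; strong numbers were not always called active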
WT yeast gro inh mutant strain = recorded beside WT yeast gro inh, whose call it bears; inhibition, %; mitochondrial fusion phenotypic screen, mutant strain inhibition
Myeloid diff 2 GFP+ MAC1+ % = second read-out of Myeloid diff 2, no call of its own (marks repeat the call); GFP+ MAC1+ double positive, %; measured here: differentiation confirmed by MAC1 staining
An asterisk follows results filed as active; i = inactive; u = inconclusive; x = no result given. Unless noted, no stated cut-off is given here; in the data, active means inhibition above about 50%; inactive means the rest. Compounds as they come; overall some 3.1% were active at least once.

SMILES	human PMI inhibition	TNAP activators	Siah-1 displacement	RSV CPE inhibition	XIAP antagonists	Myeloid diff 2	Myeloid diff 2 GFP+ MAC1+ %	WT yeast gro inh	WT yeast gro inh mutant strain	PMI inhibition	PhoP inhibition
CCOc1cc(N2CCOCC2)c(OCC)cc1NC(=O)c1ccccc1	4%	1.1	-12%	-0.9%	-6.5%	i	0.6	-4	-3	28%	5%
Cc1ccc(-c2noc(CC(c3ccccc3)c3ccccc3)n2)cc1	8%	1.1	-10%	16%	-3.3%	i	1.3	35	17	5%	5%
NC(=O)C1CCN(C(=O)CN(C2CCCCC2)S(=O)(=O)c2ccc(F)cc2)CC1	x	x	1%	0.2%	x	i	5.1	x	x	x	11%
Cc1ccc(CNC(=O)c2ccc(N3CCC4(CC3)CC(c3ccccc3)=NO4)c(N)c2)cc1	x	x	-5%	16%	x	i	2.1	x	x	x	8%
Cc1noc(C(=O)Nc2ccc(F)cc2F)c1Cl	x	x	14%	1.5%	x	i	0.3	x	x	x	9%
CS(=O)c1nc(-c2ccc(Br)cc2)cc(-c2ccccc2)c1C#N (stereo not given)	15%	1.1	2%	-4.0%	-1.2%	u	x	7	8	10%	-5%
Cc1nc2nc(SCC(=O)NCCCN3CCOCC3)nn2c(C)c1Cc1ccccc1	-3%	1.1	4%	0.2%	-5.5%	i	0.2	1	-13	-8%	9%
Cc1cc(CNC(=O)Cc2c(F)cccc2Cl)nn1C	18%	1.1	-2%	1.3%	-11%	i	1.1	-6	-3	17%	3%
O=C(Nc1cccc(F)c1)c1cccnc1N1CCOCC1	-2%	1.1	-1%	1.3%	-5.1%	i	0.9	-6	-9	-3%	17%
COc1ccccc1CC(=O)Nc1ccc([N+](=O)[O-])cc1O	11%	1	23%	44%	-4.2%	i	0.2	19	8	16%	2%
COc1cc(NC(=S)N2CCN(S(C)(=O)=O)CC2)cc(OC)c1	x	x	11%	-0.5%	x	i	2.2	x	x	x	0%
CC(=O)c1cc(-c2ccccc2)n(CC(=O)NC2CCCCC2)c1C	3%	1.1	5%	0.2%	-6.6%	i	0.2	-2	7	5%	2%
C=CCn1c(SCc2nc3cc(C(=O)OC)ccc3c(=O)[nH]2)nc2sc(CC)cc2c1=O	-2%	1.1	2%	3.1%	-9.2%	i	0.5	2	2	-10%	-6%
Nc1nonc1OCCc1ccccc1	16%	1.1	1%	3.3%	0.3%	i	1.0	3	-12	19%	4%
CC1CCN(C(=O)CSc2nnc(CNc3ccc(F)cc3)n2Cc2ccco2)CC1	22%	1.1	6%	2.4%	-1.4%	i	1.1	8	8	11%	-3%
Cc1nn(CC(=O)NCc2cccc3ccccc23)c(=O)c2ccccc12	2%	1	5%	-1.4%	-0.6%	i	1.4	16	9	9%	-4%
COc1ccc(C(=O)/C=C/C(=O)N(Cc2ccccc2OC)C(C(=O)NC2CCCCC2)c2ccncc2)c(O)c1 (stereo not given)	13%	0.9	6%	16%	-5.4%	i	1.3	15	-11	6%	-8%
CCN1C(=O)S/C(=C/c2c(OCc3ccc(C(=O)O)cc3)ccc3ccccc23)C1=O	6%	1	-2%	1.5%	-7.5%	i	2.0	73*	-16*	5%	4%
COC(=O)c1cc(S(=O)(=O)NCCN2CCOCC2)cn1C	x	x	8%	1.4%	x	i	0.0	x	x	x	-2%
CCOC(=O)CSC1=C(C#N)C(c2ccccc2Cl)C(C(=O)OC)C(=O)N1 (stereo not given)	9%	1.1	-2%	4.3%	1.1%	i	2.0	12	3	14%	5%
CCOC(=O)/C(N=Nc1ccc2c(c1)OCO2)=C(\C)O	3%	1	6%	2.1%	-5.2%	i	0.8	-29	2	10%	-7%
Cc1cc(C)cc(NC(=S)NC2CC3CCCC(C2)N3C2CCCC2)c1 (stereo not given)	7%	1.7	-3%	-2.6%	-5.9%	i	0.9	6	-16	3%	2%
COc1ccc(OCC(=O)Nc2cc(-c3nn4c(C)nnc4s3)ccc2C)cc1	8%	1.2	2%	3.0%	9.9%	i	1.5	-11	-10	6%	-1%
O=c1c2c3nc4ccccc4nc3n(-c3ccc4c(c3)OCCO4)c2ncn1CC1CCCO1 (stereo not given)	12%	1.1	-4%	x	-9.2%	x	x	x	x	17%	x
O=C(COc1ccc2c3c(c(=O)oc2c1)CCCC3)NCC(O)c1ccccc1 (stereo not given)	x	x	5%	1.7%	x	i	0.7	x	x	x	-5%

3 of the entries above in order of the RSV CPE inhibition value, descending:
| molecule | human PMI inhibition | TNAP activators | Siah-1 displacement | RSV CPE inhibition | XIAP antagonists | Myeloid diff 2 GFP+ MAC1+ % | WT yeast gro inh mutant strain | PMI inhibition | PhoP inhibition |
| --- | --- | --- | --- | --- | --- | --- | --- | --- | --- |
| CCOC(=O)/C(N=Nc1ccc2c(c1)OCO2)=C(\C)O | 3% | 1 | 6% | 2.1% | -5.2% | 0.8 | 2 | 10% | -7% |
| Cc1cc(CNC(=O)Cc2c(F)cccc2Cl)nn1C | 18% | 1.1 | -2% | 1.3% | -11% | 1.1 | -3 | 17% | 3% |
| Cc1nc2nc(SCC(=O)NCCCN3CCOCC3)nn2c(C)c1Cc1ccccc1 | -3% | 1.1 | 4% | 0.2% | -5.5% | 0.2 | -13 | -8% | 9% |

(list continues)
SMILES	human PMI inhibition	TNAP activators	Siah-1 displacement	RSV CPE inhibition	XIAP antagonists	Myeloid diff 2	Myeloid diff 2 GFP+ MAC1+ %	WT yeast gro inh	WT yeast gro inh mutant strain	PMI inhibition	PhoP inhibition
Cc1cccc(NC(=S)N2CCCCCC2)c1C	x	x	-4%	0.1%	x	i	2.8	x	x	x	1%
O=[N+]([O-])c1ccc(N2CCN(S(=O)(=O)c3ccc4ccccc4c3)CC2)cc1NCC1CCCO1 (stereo not given)	6%	1	4%	3.5%	-3.8%	i	0.3	-1	-12	7%	-7%
COc1cc(/C=C(\C#N)C(=O)Nc2ccc(SC(F)F)cc2)cc(OC)c1OC	-3%	1	-1%	2.1%	-2.0%	i	1.0	8	-2	-5%	-3%
Cc1ccc(C(=O)NC2CCSC2=O)cc1 (stereo not given)	-2%	1.1	1%	7.1%	-2.4%	i	9.4	1	11	-4%	5%
COc1ccc(N2CC(C(=O)N3CCN(C(=O)c4ccco4)CC3)CC2=O)cc1 (stereo not given)	x	x	1%	0.7%	x	i	0.7	x	x	x	0%
Cc1cccc(OCC(=O)NCc2cc(C)nc3ccccc23)c1	-5%	1.1	4%	18%	-9.5%	i	0.2	-11	-8	3%	-4%
c1ccc(-c2csc(N3CCN(c4ccccn4)CC3)n2)cc1	12%	1.1	5%	1.3%	-5.4%	i	7.6	63*	19*	7%	8%
O=C(Cc1ccccc1)Nc1ccc(NC(=O)Cc2ccccc2)c(Cl)c1	x	x	7%	1.0%	x	i	0.4	x	x	x	-7%
COc1ccc(CNCC(=O)Nc2cc(OC)cc(OC)c2)cc1	x	x	3%	8.5%	x	i	0.7	x	x	x	11%
CC(C)[C@H](NC(=O)c1nn(Cc2ccccc2)c(=O)c2ccccc12)C(=O)O	x	x	7%	2.1%	x	i	0.8	x	x	x	-2%
O=C(CSc1ccc(-c2cccc([N+](=O)[O-])c2)nn1)N1CCCC1	-10%	1	-1%	1.2%	-7.1%	i	0.7	-5	14	-15%	3%
c1ccc2c(c1)[nH]c1c(N3CCN(C4CCCCC4)CC3)ncnc12	x	x	x	0.7%	x	i	0.6	2	4	x	-1%
COC(=O)c1ccccc1NC(=O)CN(c1ccccc1)S(=O)(=O)N(C)C	x	x	x	5.8%	x	i	1.3	-9	-16	x	3%
CN(Cc1ccc(F)cc1)C(=O)c1cc(COc2ccc(F)cc2F)on1	8%	1.2	2%	7.7%	-5.9%	i	0.5	25	33	4%	10%
COc1ccc(CCC(=O)NCC(=O)OCc2ccccc2)cc1	x	x	2%	1.6%	x	i	0.9	x	x	x	-1%
CCCCCOc1ccc(Cl)cc1CN1CCOCC1	-4%	1.1	1%	-0.3%	-5.9%	i	0.6	39	67	-7%	0%
CC(=O)N1N=C(c2ccncc2)OC12CCCC2	7%	1.1	-1%	0.4%	-2.8%	i	1.7	2	-14	1%	5%
COc1ccccc1OCC(=O)Nc1cccc(N(C)S(C)(=O)=O)c1	18%	1.1	4%	0.1%	-7.2%	i	6.1	-1	6	11%	2%
CC(Nc1nc(N2CCCC2)nc2ccccc12)c1ccccc1 (stereo not given)	-1%	1.1	4%	4.2%	-6.6%	i	0.7	x	x	5%	6%
CCN(CC)CCCN(CC(=O)N(C)Cc1ccccc1)C(=O)c1ccc([N+](=O)[O-])cc1	x	x	0%	-0.3%	x	i	0.3	x	x	x	-2%
CC1CC(C)CN(S(=O)(=O)c2cccc(C(=O)OCCN3CCCC3=O)c2)C1 (stereo not given)	6%	1.1	2%	1.2%	-6.6%	i	0.3	-4	-31	3%	7%
CCC12CN(C(=O)c3ccc(C)cc3)CC(CC)(CN(C(=O)c3ccc(C)cc3)C1)C2=O	3%	1.1	2%	3.2%	-7.2%	i	0.7	-2	14	7%	-5%
Cc1ccc(/C=c2\sc3n(c2=O)CN(c2ccc(Br)cc2)CN=3)o1	0%	1	-4%	0.5%	-3.2%	i	0.0	2	4	21%	1%
CC(=O)c1cccc(NC(=O)CN(c2ccc(F)cc2)S(C)(=O)=O)c1	-8%	1.2	3%	0.1%	1.0%	i	0.4	2	-2	-4%	2%
Cc1cc(C)cc(OCC(=O)N/N=C/c2ccco2)c1	0%	1.1	6%	1.6%	-3.8%	i	0.6	-11	8	-5%	2%
Continued.
SMILES	human PMI inhibition	TNAP activators	Siah-1 displacement	RSV CPE inhibition	XIAP antagonists	Myeloid diff 2	Myeloid diff 2 GFP+ MAC1+ %	WT yeast gro inh	WT yeast gro inh mutant strain	PMI inhibition	PhoP inhibition
CCN(CC(=O)NCCc1ccccc1)S(=O)(=O)c1ccc(C)cc1	6%	1.1	2%	2.4%	1.2%	i	0.3	8	11	12%	6%
O=C(NCc1ccc2c(c1)OCO2)c1c(Cl)cccc1Cl	x	x	1%	1.8%	x	i	1.1	x	x	x	-6%
CC(C)(C)OC(=O)NCCc1nnc(SCc2ccccc2Cl)o1	-2%	1.1	5%	1.3%	0.5%	i	2.0	x	x	2%	-1%
COc1ccc(C(=O)c2sc(Nc3ccccc3)nc2N)cc1	x	x	1%	-0.6%	x	i	0.1	x	x	x	6%
N#Cc1ccc(-c2cccnc2)nc1SCC(=O)Nc1sc2c(c1C#N)CCC2	-10%	1	8%	2.4%	-13%	i	7.9	7	12	-33%	-7%
O=C(Nc1ccccc1N1CCCC1)c1ccco1	-38%	1.1	7%	1.5%	-5.4%	i	0.4	6	2	-20%	6%
CCn1cc(C(=O)NCc2ccccc2)c(=O)c2cc(F)c(N3CCN(C(=O)c4ccco4)CC3)cc21	9%	1.1	3%	u	-5.0%	i	0.6	40	18	12%	6%
Cc1ccc(Cn2ccc(NC(=O)c3cc(C(C)C)on3)n2)cc1	3%	1.1	1%	4.5%	-7.9%	i	1.3	19	6	7%	11%
C[C@H](NC(=O)[C@@H]1Cc2ccccc2CN1)C(=O)Nc1ccc2c(c1)OCO2	x	x	4%	1.0%	x	i	1.3	x	x	x	-2%
COCCCNc1oc(-c2ccccc2F)nc1C#N	-4%	0.8	-3%	2.2%	-1.9%	i	4.8	11	2	6%	4%

Screening data: PubChem BioAssay, several laboratories
